# Screening results as filed in PubChem.
# Pf Dd2 growth – qHTS Primary assay for Inhibitors of Plasmodium falciparum Dd2 growth in vitro | P. falciparum Dd2 growth, SYBR Green, 72 h | Potency, µM (doses to about 28.9 µM), without a hit: at the top dose activity, negative = inhibition, most hits filed as inhibitors | 120,000 compounds, 4.3% hits | AID 1347417, 2020; active = well fitted inhibition curve with a large enough effect; inconclusive = small, poorly fitted or top-dose-only effect; inactive = no such curve, though single readings can be large or run the other way;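 note: plate controls were DMSO vehicle for no effect and reference drug for full effect; nearly all actives have a fitted effect of over 65% in size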
#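 Readout: SYBR Green fluorescence, 485 nm excitation, 535 nm emission, after ~16 h lysis at 37C. Before that, Dd2-infected red cells (2.5% hematocrit) grew 72 h with compound, 29 uM top final concentration.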
# An asterisk follows results filed as active; i = inactive; ? = inconclusive; & = joins results of further samples; [ ] = remark or other dose. Potency is the fitted concentration of half-maximal effect. An excerpt (hit frequency here may not be typical).
SMILES,Pf Dd2 growth
COc1cc(CNC(=O)c2nc3nc(-c4ccccc4)c(Cl)cc3n2C)cc(OC)c1,8.91µM*
COc1ccccc1CNC[C@H]1O[C@@H]2C[C@@H](CC(=O)N3CCOCC3)O[C@@H]2[C@@H]1O,21.2%[44.1 µM]
O=C(NCc1ccccc1)c1ccc(NC(=O)N2CC3CCCN3c3ccccc32)cc1 (stereo not drawn),-18.4%
CCOC(=O)C1CCN(C(=O)C2CCN(C3=NS(=O)(=O)C(c4ccc(C)cc4)=C3CC)CC2)CC1,11.2µM*
CCc1cc(=O)n(CC(=O)Nc2cc(OC)c(OC)c(OC)c2)c(N2CCOCC2)n1,-3.9%
CC(=O)Nc1ccc2c(c1)nc1n2[C@@H](CNC2CCOCC2)COC1,23.9%[44.1 µM]
COc1cccc(C(=O)NCc2ccc3c(c2)CCN3C(=O)c2ccncc2)c1,40.0%[activator]
COc1cccc(CNC(=O)Cn2ncc3c4ccccc4n(C)c3c2=O)c1,22.5%
CC(=O)c1ccc(N2CCN(C(=O)CCCCn3c(=O)[nH]c4ccsc4c3=O)CC2)cc1,?
CCc1ccc2ncc(C(=O)c3ccc(C)c(C)c3)c(N3CCC(C(N)=O)CC3)c2c1,-34.3%
CCC(=O)Nc1ccc([C@H]2OCC(=O)N(Cc3ccc(F)cc3)[C@@H]2CO)cc1,11.7%[44.1 µM]
Cc1ccc(C(=O)N2CCc3sc(C(=O)NCc4ccc(C)o4)cc3C2)cc1,11.2µM*
COc1ccc(-c2noc([C@@H]3Cc4nc[nH]c4CN3C(=O)CSCC(=O)O)n2)cc1,i
CCn1c(CNC(=O)c2ccc(OC)cc2)nnc1SCC(=O)Nc1cccc(C)c1C,12.8%
O=C1CC(c2ccccc2)N(C(=O)CNC(=O)c2ccoc2)CCCCCCN1 (stereo not drawn),-24.9%
O=C(NCCn1cccn1)c1ccc(S(=O)(=O)N2CCC(O)C2)cc1 (stereo not drawn),-16.0%
COc1nccnc1NC1CCN(C(=O)c2ccc3nc[nH]c3c2)CC1,i[5.79 µM]
O=C(Cc1c[nH]c2ncc(-c3ccccc3)cc12)NCCc1ccccc1,i
CCC(CC)C(=O)N1CCC2(CC1)C(=O)N(C)c1ccccc12,i
c1cc2nsnc2cc1CN1CCCN(C2CCCC2)CC1,-23.4%
COc1ccc(NC(=O)c2oc3ccccc3c2NC(=O)c2cccc(F)c2)c(OC)c1,-29.1%
CCOc1ccc(-c2nonc2NC(=O)c2ccccc2C)cc1,26.1%
Cc1noc(C)c1-c1cc2c(cc(-c3ccccc3)n2C)c(-c2cnn(C)c2)n1,-26.0%[44.1 µM]
Cn1nc(C2CCCN(C(=O)C3CCOCC3)C2)n(C2CCCC2)c1=O (stereo not drawn),38.6%[activator]
CCc1ccc(NC(=O)c2ccc(F)c(S(=O)(=O)N3CCN(c4ccc(OC)cc4)CC3)c2)cc1,-19.8%
COCC(=O)N1CCC2(CC1)SCC(=O)N2c1ccc(OC)cc1,10.4%
CCOC(=O)C1CCC(CN(Cc2cccc(Br)c2)S(=O)(=O)c2ccc(C)cc2)CC1 (stereo not drawn),22.3%
Cc1cccc(C(=O)NC2CCN(c3cc(-c4ccccc4)[nH]n3)CC2)c1,i
CCOc1nc(-c2ccccc2)ccc1-c1noc(-c2ccc(C)cc2)n1,7.2%
CN1c2cc(C(=O)Nc3cc(F)ccc3F)ccc2C(=O)N2CCCCCC21 (stereo not drawn),-13.2%
CC1CCC2(CC1)NC(=O)N(CC(N)=O)C2=O (stereo not drawn),54.1%[activator]
Cc1c(CN(C)Cc2cccc3ncccc23)c(=O)n(-c2ccccc2)n1C,-3.9%
O=C(Cc1c[nH]c2ncc(-c3cccnc3)cc12)NCCc1ccccc1,i
Cn1nc2n(c1=O)CCN(Cc1ccc(Br)s1)CC2,-6.7%
C[S+](=O)([O-])N1CC2(CCN(Cc3cccnc3)CC2)Cc2ccccc21,?
Cc1nc2ccc(S(=O)(=O)NCC(=O)Nc3ccc(C)c(Cl)c3)cc2s1,i
Cc1ccc(-n2c(C3CCN(C(=O)c4cccc(Cl)c4)CC3)n[nH]c2=O)cc1,-7.7%
CCC1CN(C(=O)N2CCC(C(=O)NCc3cccc(C)c3)CC2)c2ccccc2O1 (stereo not drawn),i
O=C(c1ccccc1)N1Cc2[nH]cnc2C[C@H]1c1nc(-c2ccc(Cl)cc2)no1,i
CC(=O)Nc1cccc(-c2n[nH]c3c2CC(=O)N(c2ccccc2)C3)c1,-11.2%[44.1 µM]
O=c1ccc(-c2ccc(Cl)cc2)c2n1C[C@H]1C[C@@H]2CN(S(=O)(=O)c2cccs2)C1,-16.6%
Cc1cc(C)c(S(=O)(=O)N2CC(c3nc(-c4ccncc4)no3)C2)c(C)c1,-12.1%
Cc1noc(C)c1CCNC(=O)C1CCN(C(=O)c2ncn3c2COC(c2ccc(F)cc2)C3)CC1 (stereo not drawn),i
O=C(c1ccoc1)N1CCCC(n2cc(-c3nc(C4CC4)no3)nn2)C1 (stereo not drawn),-7.3%
O=C1NCN(Cc2ccc(Cl)cc2)C12CCN(Cc1ccccc1)CC2,?
CCCCNC(=O)C1CCC(Cn2c(=O)c3sccc3n(Cc3ccccc3)c2=O)CC1 (stereo not drawn),-10.8%
Cc1ccc(CNC(=O)CSC2=Nc3ccccc3C3=NC(C)C(=O)N23)cc1 (stereo not drawn),-0.6%
CC1(C(=O)NCc2cccc(F)c2)CCCCC(=O)N1 (stereo not drawn),i
O=C(c1ccncc1)N1CCCC(c2noc(COc3ccccc3)n2)C1 (stereo not drawn),8.2%
COc1cccc(CNC(=O)c2ccc(-c3nc(CS(=O)c4ccccc4)c(C)o3)cc2)c1 (stereo not drawn),6.2%
COc1ccc(C(=O)NC2CCN(C(=O)N3CC4CC(C3)[C@H]3CCCC(=O)N3C4)CC2)c(OC)n1 (stereo partly drawn),5.01µM*
COc1ccc(C(=O)N2C[C@@H](Oc3ccccc3)C[C@H]2C(=O)N2CCCC2)cc1,-17.3%
CCC1CN(C(=O)c2ccc3nc[nH]c3c2)CCC(=O)N1Cc1ccccc1 (stereo not drawn),-23.2%
Cc1cccc(CNC(=O)C2CCN(c3nnc(-n4c(C)ccc4C)s3)CC2)c1,-15.7%
CNC(=O)c1ccc2cncn2c1,-2.3%[44.1 µM]
O=C(c1ccc(F)c(F)c1)N1CCC2(CC1)N(c1ccccc1)C(=O)CS2(=O)=O,?
O=C(c1cccs1)N1CCCC(Cc2noc(-c3cnccn3)n2)C1 (stereo not drawn),-15.4%
COc1ccc(C(=O)N2CCOC3(CCN(C(=O)C(N)Cc4ccccc4)CC3)C2)cc1 (stereo not drawn),?
O=C1CC2(CCN(S(=O)(=O)c3ccccc3)CC2)Oc2cc(Cl)ccc21,-4.7%
O=C(NCc1ccc2c(c1)OCO2)C1CN(c2ccccc2)C(=O)N1 (stereo not drawn),i
# Further compounds follow:
SMILES,Pf Dd2 growth
OC1CC([C@@H](Cc2ccccn2)NC2CCC3(CCNCC3)CC2)C1 (stereo partly drawn),-1.9%
COc1ccc(NC(=O)C2CCN(c3cn[nH]c(=O)c3)C2)cc1 (stereo not drawn),-1.0%
CCCS(=O)(=O)N1CC(N(C)Cc2cccnc2)C1,-1.2%
CCOc1ccc(-c2cc(OC(=O)c3ccccc3)c3c(C)oc(C)c3c(=O)c2)cc1,?
COc1ccccc1CNC(=O)C(=O)NCC(c1cccs1)S(=O)(=O)c1ccccc1 (stereo not drawn),?
Cc1cc(C[C@@H]2COC[C@@H]2NC(=O)c2cc(C)oc2-c2ccccc2)on1,9.9%
O=C1CCC2(CNC(=O)c3ccco3)CCCC=C2N1 (stereo not drawn),50.2%[activator]
COC(=O)C1=C(C)NC(=O)NC1c1ccccc1OC (stereo not drawn),2.0%
CCOC(=O)c1cn(C2CN(S(=O)(=O)c3ccc(C)c(C)c3)C2)nn1,9.4%
O=C(c1ccc2c(c1)OCO2)N1CCn2c(nnc2-c2ccc(Cl)cc2)C1,5.4%
O=C(c1ccc(-n2ccnc2)cc1)N1CCC(c2[nH]ncc2-c2ccccc2)CC1,-13.9%
CC(C)Oc1ccc(CN2C[C@@H](CO)[C@H](c3ccncc3)C2)cc1,?
O=C(CCn1cncn1)N1CCOC(CC(c2ccccc2)c2ccccc2)C1 (stereo not drawn),-9.3%
Cc1cccc(N2CCN(S(=O)(=O)c3c(C)[nH]c(=O)[nH]c3=O)CC2)c1C,5.0%
Cc1cccc(NC(=O)c2c(NC(=O)c3ccccc3)sc3c2CCC3)c1,33.5%[activator]
Cc1nn(CC(=O)N2CCN(c3ccc(Cl)cc3)CC2)c(=O)c2cccn12,12.9%
Cc1ccc(C)c(N2CCN(CCCNc3ncnc4onc(-c5ccc(Cl)cc5)c34)CC2)c1,-9.0%
c1ccc(-c2ccc3ncc(Nc4ccncc4)n3n2)cc1,?
CC(CN)(c1ccccn1)N1CCCC1 (stereo not drawn),-16.3%[44.1 µM]
CCc1cccc(CC)c1NC(=O)c1cc(S(=O)(=O)N2CCc3ccccc32)cn1C,-22.0%
CCS(=O)(=O)N(C1CC1)C1CCOC2(CCN(C(=O)Cc3ccccc3)CC2)C1 (stereo not drawn),28.9%
Cc1ccccc1-c1noc(-c2cc(-c3ccc(F)cc3)n[nH]2)n1,-24.4%
CCOc1cc(C(=O)N2CC(=O)Nc3ccc(F)cc3C2c2ccccc2)cc(OCC)c1OCC (stereo not drawn),-8.4%
CCCc1nc(C(=O)N2C[C@H](c3cccc(OC)c3)[C@@H](N)C2)cs1,i
CCN1Cc2nc(OC)c(CNC(=O)C(C)n3cc(C)cn3)cc2C1=O (stereo not drawn),?
COc1ccc(C(=O)N2CC[C@@H]3CN(S(C)(=O)=O)[C@@H]3C2)cn1,41.5%[activator]
COc1ccc(NC(=O)c2[nH]nc3c2CSc2ccccc2-3)c(OC)c1,47.0%[activator][5.79 µM]
Cc1ccc(C2(O)CCN(C(=O)c3cnn4cc(CCO)cnc34)CC2)nc1,-16.9%
CCN1C(=O)CCc2cc(NC(=O)c3cncc(Br)c3)ccc21,i
CC(C)NC(=O)N[C@H]1CCN(C(=O)CC(C)(C)C)[C@@H]1C(=O)N[C@H](Cc1c[nH]c2ccccc12)C(N)=O,-22.0%
COC(=O)C(NC(=O)N1CCCCCCn2c(nnc2-c2ccc(F)cc2)CC1)C(C)C (stereo not drawn),i
Cc1noc2c(-c3ccncc3)cc(-c3cccs3)nc12,i
CCCCN1CC2(CCCN(C(=O)c3ccn4nnnc4c3)C2)CCC1=O (stereo not drawn),-2.8%
C=CCN(C)CC[C@@H]1CC[C@H](O)[C@@H](C(=O)NC2CCCCC2)O1,-27.4%[44.1 µM]
CCOCC(=O)N1CCN(c2nnnn2-c2ccccc2)CC(O)C1 (stereo not drawn),-7.9%
CN(Cc1ccccc1)C(=O)c1cccc(NC(=O)c2nsc3ccccc23)c1,5.7%
CC(C)c1nnc(NC(=O)C2CC(=O)N(c3n[nH]c4cc(Br)ccc34)C2)s1 (stereo not drawn),-5.2%
Cc1ccc(NS(=O)(=O)c2ccc3[nH]c(=O)oc3c2)c(C)c1,26.1%
CC1(C(=O)NCc2cccc(Cl)c2)CCc2cnc(N3CCOCC3)nc21 (stereo not drawn),-24.2%[44.1 µM]
Cn1nc2n(c1=O)CCC(NC(=O)c1cc(F)ccc1Cl)CC2 (stereo not drawn),17.0%
COc1ccccc1N1CCN(S(=O)(=O)CCNC(=O)COc2ccccc2F)CC1,i
CCN1CCCC(c2nc3ccc(C)cc3c(=O)[nH]2)C1 (stereo not drawn),-17.1%&-18.0%[44.1 µM]
O=C(c1ccc(CO)o1)N1CCc2c(nc(-c3ccncc3)[nH]c2=O)C1,3.1%
CC(C)OCCCNC(=O)C1Cn2cccc2C(=O)N1Cc1ccccc1 (stereo not drawn),8.8%
COc1ccccc1C(=O)Nc1ccc2oc(-c3cccc(Cl)c3Cl)nc2c1,-17.5%
O=C(NCc1ccc(Cl)cc1)C1CCC(CNS(=O)(=O)c2ccccc2)CC1 (stereo not drawn),-20.9%
CCC(=O)N1c2ccccc2CC1C(=O)NCCCN1CCN(c2ccc(OC)cc2)CC1 (stereo not drawn),7.3%
O=C(NC1CCCC1)N1CCCCC1c1nc(-c2cnccn2)n[nH]1 (stereo not drawn),3.5%
CCN1CC(c2ccccc2)CC2(CCN(c3cc(N)ncn3)CC2)C1 (stereo not drawn),?
